Screens from PubChem.
FXIIa inh 1536 – human FXIIa protease inhibitors, primary screen, biochemical, 1536-well; Coagulation factor XII (Homo sapiens), P00748; purified FXIIa, Boc-QGR-AMC fluorogenic substrate, 2 h; inhibition, % at 5 µM; actives 0.3% (n = 220,000); in the data active means inhibition above about 40%;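 further: 0% = enzyme with no compound and 100% = blank without enzyme; many of its hits are not listed in these tables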
PERK inhibitor – block of dimerizer-induced PERK translation repression, primary screen, PERK inhibitor project, CHO PERK-DD cells, SEAP luminescence, HTS | AID 1416, 2008 | CHO PERK-DD fusion, SEAP luminescence translation reporter | actives 0.17% (n = 220,000) | inhibition, % at 5.6 µM | Eukaryotic translation initiation factor 2-alpha kinase 3 (Homo sapiens), Q9NZJ5;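 active means inhibition above the mean inhibition of all tested compounds plus 3 SD, set separately per screening campaign, cut at about 2.9% in these data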;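 further: PERK kinase domain activated by AP20187 dimerizer at 100 nM; 0% = DMSO with dimerizer and 100% = rapamycin at 8.4 µM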
Furin inh – human furin inhibitors, primary screen, biochemical, fluorescence intensity; AID 463115, 2010; inhibition, % at 30 µM; P09958; actives 0.061% (n = 220,000); purified furin, fluorogenic substrate cleavage; in the data active means inhibition above about 25%; further: inactives centre near -15
m-calpain inh – inhibitors of pig calpain II, primary screen, biochemical, fluorogenic peptide substrate, 1536-well | purified calpain II, 30 min | inhibition, % at 16 µM | actives 0.37% (n = 220,000) | AID 1236, 2008;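 active means inhibition above about 50%, limit read from the data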
KLK5 inh – human KLK5 protease inhibitors, primary screen, biochemical, 1536-well. Kallikrein-5 (Homo sapiens), Q9Y337. recombinant hK5, fluorogenic AMC substrate cleavage. inhibition, % at 5 µM. actives 0.59% (n = 210,000);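 active means inhibition of 40% or more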;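 further: 0% = enzyme controls without compound and 100% = no-enzyme blanks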
Target sequence (Q9Y337 67-293 limits assumed): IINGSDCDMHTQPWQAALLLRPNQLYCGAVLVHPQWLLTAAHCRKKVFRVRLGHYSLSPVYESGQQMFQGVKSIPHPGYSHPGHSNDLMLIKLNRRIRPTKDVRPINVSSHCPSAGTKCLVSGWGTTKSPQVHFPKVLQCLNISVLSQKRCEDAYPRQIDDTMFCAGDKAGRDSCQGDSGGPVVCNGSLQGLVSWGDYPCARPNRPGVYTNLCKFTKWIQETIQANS
thrombin 1536 – human alpha-thrombin inhibitors, primary screen, counter-screen for coagulation protease inhibitor project, biochemical, 1536-well, fluorogenic AMC substrate; Prothrombin (Homo sapiens), P00734; Boc-VPR-AMC fluorogenic substrate cleavage; inhibition, % at 5 µM; actives 0.26% (n = 220,000); AID 1046, 2008;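 active means inhibition at or above 40%; inactive means inhibition below 40%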;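 further: 0% = enzyme with no compound and 100% = wells without enzyme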
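Test system: human alpha-thrombin; medium: pH 7.5 Tris-saline with Tween 20; times: reaction at room temperature; signal: AMC fluorescence at 355 nm excitation and 460 nm emission; also added: Boc-VPR-AMC substrate, 15 µM final; dosing: one concentration per compound, 5 µM, with 0.2% DMSO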
Rad51 HR inh – human RAD51 strand exchange inhibitors, primary screen, biochemical, fluorescence; AID 1385, 2008; actives 0.085% (n = 200,000); hRad51 DNA strand exchange, fluorescence dequenching; inhibition, % at 10 µM;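 active means inhibition above 40% at the single screening dose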;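 further: 0% = DMSO control wells and 100% = blanks with heterologous ssDNA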
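Test system – preformed human Rad51 ssDNA filaments · Reagent – Donor/quencher-labelled 47-bp dsDNA substrate · Incubation – 37 °C 15-min filament assembly, 30-min compound preincubation, 15-min exchange · Signal – FRET fluorescence dequenching, excitation 485 nm, emission 520 nm · Read-out – percent inhibition from fluorescence, normalised to plate control and blank means · Benchmarks – plate control and blank wells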
FXIa inh – human FXIa protease inhibitors, primary screen, biochemical, 1536-well; Coagulation factor XI (Homo sapiens), P03951; purified FXIa, Boc-Glu-Ala-Arg-AMC fluorogenic substrate; inhibition, % at 5 µM; actives 0.14% (n = 220,000); AID 798, 2007;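 active means inhibition of at least 40%; inactive means inhibition below 40%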;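 further: fluorescence of freed AMC excited at 355 nm; 0% = enzyme without compound and 100% = no enzyme blank; many of its hits are not listed in these tables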
Target sequence (P03951 19-387 limits assumed): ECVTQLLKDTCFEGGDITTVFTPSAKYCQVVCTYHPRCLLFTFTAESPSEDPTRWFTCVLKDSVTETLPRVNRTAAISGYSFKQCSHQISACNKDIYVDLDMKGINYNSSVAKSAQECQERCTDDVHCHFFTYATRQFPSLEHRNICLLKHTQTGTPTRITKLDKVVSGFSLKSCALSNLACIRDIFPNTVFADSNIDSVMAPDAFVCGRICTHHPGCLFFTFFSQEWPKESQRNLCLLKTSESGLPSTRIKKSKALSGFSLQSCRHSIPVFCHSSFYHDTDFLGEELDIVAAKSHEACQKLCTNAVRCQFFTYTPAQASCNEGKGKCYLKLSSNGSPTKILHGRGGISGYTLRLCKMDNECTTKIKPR
Target sequence (P03951 388-625 limits assumed): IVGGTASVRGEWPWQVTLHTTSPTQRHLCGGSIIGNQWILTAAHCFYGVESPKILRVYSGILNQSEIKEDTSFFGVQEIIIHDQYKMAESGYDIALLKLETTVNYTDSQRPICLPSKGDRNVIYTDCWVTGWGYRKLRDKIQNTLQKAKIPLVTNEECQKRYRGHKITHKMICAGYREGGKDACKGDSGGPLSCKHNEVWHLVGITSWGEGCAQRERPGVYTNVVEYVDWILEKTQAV
Cl transport mod – KCC2 cotransporter modulators, thallium flux, primary screen, cell-based, HEK293 KCC2, FluoZin-2 fluorescence, MLSMR. Solute carrier family 12 member 5 (Homo sapiens), Q9H2X9. KCC2 cells, thallium flux FluoZin-2 fluorescence. B-score of Tl+ flux slope (higher = more flux/activation; lower = inhibition) at 10 µM. actives 2.2% (n = 190,000). AID 1456, 2008;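 active means thallium flux slope and its plate-corrected score both differing from the plate sample mean at a set confidence after two filtering rounds, in either direction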;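 further: slope of fluorescence scaled to starting intensity during 10 to 20 s after thallium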
Numbers without * were called inactive; i = inactive; . = no result given; [ ] = dose if it differs, or a comment. This is a subset; the hit share may differ from the screen's.

SMILES | FXIIa inh 1536 | PERK inhibitor | Furin inh | m-calpain inh | KLK5 inh | thrombin 1536 | Rad51 HR inh | FXIa inh | Cl transport mod
CCC(CC)C(=O)Nc1ccc(C(=O)c2ccccc2)cc1 | 17 | 0.4 | -13 | 11 | -6 | -1 | 13 | 11 | .
COc1cc2nc(Cl)nc(N3CCN(C)CC3)c2cc1OC | 9 | 0.2 | -12 | -10 | -6 | -10 | 12 | -1 | 0.0058
CCNC(=O)NC(=O)C(C)Sc1ccc2c(c1)OCCO2 (stereo not drawn) | 6 | 0.3 | -25[20 µM] | -24 | 3 | -3 | 3 | 8 | -0.007
O=C(Cn1nc2sc3ccccc3n2c(=O)c1=O)c1ccc(Cl)cc1 | 5 | 0.9 | -27 | -14 | -1 | 3 | 0 | -4 | 0.82
O=c1c2cnn(-c3ccccc3)c2ncn1Cc1ccccn1 | 0 | 0.1 | -39 | 30 | -1 | -5 | 0 | -9 | 1.1
CCOC(=O)/C=C1\SCC(=O)N1CC(=O)NC(c1ccccc1)c1ccccc1 | -6 | -0.7 | 0 | 23 | -14 | -5 | 0 | 1 | 0.24
C=C(C)C1CC=C(C)/C(=N/NC(=O)COc2ccccc2Cl)C1 (stereo not drawn) | 5 | -0.9 | 6 | 25 | -6 | -11 | 4 | 3 | 0.0032
C/C(=N\N=C1\NC(=O)C(CC(=O)NCc2ccccc2)S1)C(C)C (stereo not drawn) | 5 | 0.3 | -23 | -29 | 11 | -2 | 11 | 2 | 0.36
O=C1CN(C(=O)c2cc3ccccc3o2)c2ccccc2N1 | 26 | -0.2 | -5 | 27 | 14 | 10 | -7 | 15 | 0.14
COc1cc(OC)nc(NC2OC(=O)c3ccccc32)n1 (stereo not drawn) | 3 | 1.1 | -20[20 µM] | 1 | -4 | -6 | -3 | 4 | -0.75
O=C(Nc1ccc(-n2cnnn2)cc1)C1CCC1 | 10 | 0.7 | -28 | -4 | -7 | -4 | 0 | -3 | 1
CC(C)(C)N1CSC(=S)N(Cc2ccccc2)C1 | 14 | 0.7 | -36 | -12 | -2 | -2 | -1 | -2 | -0.41
NC(=S)N/N=C\c1ccccc1OCc1ccccc1 | 0 | 1.0 | -5 | 10 | -15 | -7 | 9 | -3 | -0.22
CCOc1ccc(N2CC(C(=O)OCC(=O)NCc3ccccc3)CC2=O)cc1 (stereo not drawn) | -4 | 1.0 | -24 | -4 | -1 | 4 | 6 | 2 | .
CCCC(=O)Nc1cc(-c2nn(C)c(=O)c3ccccc23)ccc1N1CCOCC1 | 17 | -1.2 | -19[20 µM] | -12 | -30 | -7 | 5 | 4 | .

Brought forward from above: 2 entries; new compounds follow.
SMILES | FXIIa inh 1536 | PERK inhibitor | Furin inh | m-calpain inh | KLK5 inh | thrombin 1536 | Rad51 HR inh | FXIa inh | Cl transport mod
CCOc1ccc(N2CC(C(=O)OCC(=O)NCc3ccccc3)CC2=O)cc1 (stereo not drawn) | -4 | 1.0 | -24 | -4 | -1 | 4 | 6 | 2 | .
CCCC(=O)Nc1cc(-c2nn(C)c(=O)c3ccccc23)ccc1N1CCOCC1 | 17 | -1.2 | -19[20 µM] | -12 | -30 | -7 | 5 | 4 | .
COc1ccc(CNS(=O)(=O)c2ccc(F)c(C(=O)Nc3ccc(OC)cc3)c2)cc1 | 6 | 2.0 | -19 | -16 | . | -1 | . | -1 | 1
CCCCCCCCc1nc(SCC(C)=O)n[nH]1 | 1 | 0.7 | -11 | 11 | -4 | -10 | 11 | -5 | 0.067
COc1ccc2cc(CO)c(Cl)nc2c1 | 5 | 0.7 | -28 | -35 | -1 | -6 | 1 | -5 | 0.27
CCCn1c(=O)c(F)cn(Cc2ccc(OC)c([N+](=O)[O-])c2)c1=O | 13 | 0.7 | -17[20 µM] | -22 | -22 | -4 | -3 | -5 | .
CCOC(=O)c1cc(C(C)C)sc1NC(=O)COC(=O)CCS(=O)(=O)c1ccccc1 | 13 | 1.0 | -1 | 21 | -11 | 1 | 7 | 18 | -0.023
O=C(Nc1cccc2c1C(=O)NC2=O)c1cccc(N2C(=O)CCC2=O)c1 | 3 | -0.1 | -25 | -51 | -9 | 2 | 19 | -5 | 0.22
CCN(C(=O)c1cc2c(=O)[nH]c3ccc(C)cc3c2s1)c1ccccc1F | 18 | -1.2 | -23 | -21 | -1 | 4 | 14 | -1 | 0.83
O=C(Nc1ccc(Br)cc1)c1ccco1 | 13 | 0.3 | -9[20 µM] | -34 | -17 | -9 | -10 | 2 | 0.83
S=C(Cc1ccc(Cl)cc1)N1CCOCC1 | 14 | 0.9 | -22 | 22 | 6 | 0 | 18 | 4 | 0.2
Cc1cccc(C(=O)NCC(=O)N2CC(=O)Nc3ccccc32)c1 | 6 | 0.3 | -26 | 18 | -3 | -4 | -4 | -1 | 0.0032
Cn1c(=O)[nH]c2nnc(-c3ccc(Cl)c(Cl)c3)nc2c1=O | 10 | 0.0 | -25 | 28 | 5 | 0 | 7 | 1 | -1.1
Cc1cc(C(=O)N/N=C/c2ccccc2[N+](=O)[O-])c(C)o1 | 9 | 0.3 | -6 | 34 | 5 | -6 | -3 | 2 | 0.21
O=[N+]([O-])c1ccc(-n2ccnc2)cc1 | 8 | 2.2 | -20 | -10 | -2 | -4 | 8 | 2 | .
COc1ccc(NC(=O)C(NS(=O)(=O)c2ccc3c(c2)CCCN3C(C)=O)C(C)C)c(OC)c1 (stereo not drawn) | 0 | 0.1 | -30 | 29 | -2 | 2 | 0 | -9 | 0.23
COC(=O)c1ccc(CC(=O)c2nc3ccccc3s2)cc1 | 6 | 0.3 | -18 | 18 | -13 | -15 | 0 | 2 | 1.6

11 structures out of the list, ordered by count of non-hydrogen atoms, highest first:
SMILES | FXIIa inh 1536 | PERK inhibitor | Furin inh | m-calpain inh | KLK5 inh | thrombin 1536 | Rad51 HR inh | FXIa inh | Cl transport mod
COc1ccc(NC(=O)C(NS(=O)(=O)c2ccc3c(c2)CCCN3C(C)=O)C(C)C)c(OC)c1 (stereo not drawn) | 0 | 0.1 | -30 | 29 | -2 | 2 | 0 | -9 | 0.23
COc1ccc(CNS(=O)(=O)c2ccc(F)c(C(=O)Nc3ccc(OC)cc3)c2)cc1 | 6 | 2.0 | -19 | -16 | . | -1 | . | -1 | 1
CCCC(=O)Nc1cc(-c2nn(C)c(=O)c3ccccc23)ccc1N1CCOCC1 | 17 | -1.2 | -19[20 µM] | -12 | -30 | -7 | 5 | 4 | .
CCN(C(=O)c1cc2c(=O)[nH]c3ccc(C)cc3c2s1)c1ccccc1F | 18 | -1.2 | -23 | -21 | -1 | 4 | 14 | -1 | 0.83
CCCn1c(=O)c(F)cn(Cc2ccc(OC)c([N+](=O)[O-])c2)c1=O | 13 | 0.7 | -17[20 µM] | -22 | -22 | -4 | -3 | -5 | .
COC(=O)c1ccc(CC(=O)c2nc3ccccc3s2)cc1 | 6 | 0.3 | -18 | 18 | -13 | -15 | 0 | 2 | 1.6
Cc1cc(C(=O)N/N=C/c2ccccc2[N+](=O)[O-])c(C)o1 | 9 | 0.3 | -6 | 34 | 5 | -6 | -3 | 2 | 0.21
CCCCCCCCc1nc(SCC(C)=O)n[nH]1 | 1 | 0.7 | -11 | 11 | -4 | -10 | 11 | -5 | 0.067
S=C(Cc1ccc(Cl)cc1)N1CCOCC1 | 14 | 0.9 | -22 | 22 | 6 | 0 | 18 | 4 | 0.2
COc1ccc2cc(CO)c(Cl)nc2c1 | 5 | 0.7 | -28 | -35 | -1 | -6 | 1 | -5 | 0.27
O=[N+]([O-])c1ccc(-n2ccnc2)cc1 | 8 | 2.2 | -20 | -10 | -2 | -4 | 8 | 2 | .

Remaining list, next part:
SMILES | FXIIa inh 1536 | PERK inhibitor | Furin inh | m-calpain inh | KLK5 inh | thrombin 1536 | Rad51 HR inh | FXIa inh | Cl transport mod
CCc1ccc(C2NC(=S)NC3=C2C(=O)CC(C)(C)C3)cc1 (stereo not drawn) | 3 | 0.2 | 2 | -3 | -8 | -6 | -6 | 3 | -0.24
Cc1c(C(=O)O)sc2nc3n(c(=O)c12)CCC3 | 3 | 1.0 | -22 | 38 | -6 | -2 | -4 | 4 | 0.03
Cc1cc2nc3c(=O)n(C4CCCCC4)c(=O)[nH]c3nc2cc1N | 8 | 0.1 | -12 | -57 | -4 | -6 | i | 1 | i
O=C(CSc1ccc(-c2ccccn2)nn1)N1CCCC1 | 3 | 2.1 | -2 | -14 | -3 | 2 | 14 | -5 | 1.2
O=C(COC(=O)C1CC2C=CC1C2)Nc1ccc2c(c1)OC(F)(F)O2 (stereo not drawn) | 10 | 0.3 | -27[20 µM] | -1 | -13 | -1 | 4 | 15 | -0.0045
COc1ccc(S(=O)(=O)Nc2ccncc2)c(C)c1C | 5 | 0.2 | -14 | -10 | -5 | -9 | -14 | -4 | 0.11
Nc1nonc1C(=Nc1ccc(Br)cc1)NO | 16 | 0.7 | -9[20 µM] | -1 | -4 | 1 | -13 | 6 | -0.15
Cc1nnc(N(Cc2ccco2)C(=O)c2cccc(C#N)c2)s1 | 8 | 0.9 | -15[20 µM] | -13 | 0 | -4 | 3 | 1 | -1.1
C/C(=N\NC(=O)C(C)Oc1ccc([N+](=O)[O-])cc1)c1ccccn1 (stereo not drawn) | 15 | -0.4 | -1[20 µM] | 8 | -37 | 6 | . | 14 | -0.09
C=CC(C)Sc1nc2c(c(=O)n(C)c(=O)n2C)n1Cc1ccccc1Cl (stereo not drawn) | 11 | 0.5 | -23 | 3 | -10 | 0 | 6 | 2 | -1.1
CC(=O)c1c(C)[nH]c(C(=O)Nc2ccc(Cl)c(S(=O)(=O)N(C)C)c2)c1C | 10 | 0.2 | -11 | -20 | -8 | -11 | -16 | -2 | 0.45
COc1ccc(C(=O)CSc2nnc(Cn3cnc4ccccc43)o2)cc1 | 2 | -1.5 | -5 | -11 | 2 | -8 | -3 | 2 | -1.2
COC(C[C@H]1O[C@H]1[C@H](O)[C@@H](C)OCc1ccccc1)OC | 7 | . | -26 | -3 | -1 | -4 | 1 | -2 | -0.3
CSc1nc2c(c(=O)[nH]1)C(c1ccccc1)C1=C(CC(C)(C)CC1=O)N2 (stereo not drawn) | 3 | 1.3 | -10 | -99 | -2 | -4 | 7 | -5 | 1.2
O=[N+]([O-])c1cccc(-c2cn3ccccc3n2)c1 | 4 | 1.4 | -22 | -31 | 7 | -9 | -9 | -2 | -0.93
Cn1c(=O)c2c(nc(N3CCOCC3)n2CCCNC2=NCCCCC2)n(C)c1=O | 12 | 0.2 | -3[20 µM] | -43 | -15 | 2 | -2 | 3 | -0.38
Cc1ccc(NC(=O)c2cnccn2)c(OC(F)F)c1 | 6 | 0.6 | -31[20 µM] | 24 | -17 | -5 | 7 | 17 | 0.049
